phage Ecoli inh: growth loss of phage-infected E. coli, primary screen, RecBCD inhibitor project, absorbance, with phage, HTS. AID 651602, 2012. inhibition, % at 11.9 µM. 0.26% of 360,000 active; in the data active means inhibition above about 11%
PfHsp90 set2: growth inhibition of PfHsp90-expressing yeast, primary screen, antimalarial PfHsp90 inhibitor project, S. cerevisiae, BacTiter-Glo luminescence, single point, set 2; BacTiter-Glo ATP, 48 h; yeast lacking PDR1 and PDR3 efflux regulators; inhibition, % at 9.4 µM; 0.32% of 310,000 active;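 active means every replicate shows inhibition above about 80%, whatever the replicate mean, limit read from the data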;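 further: 0% = DMSO neutral controls and 100% = 20 µM radicicol positive controls; yeast relying on Plasmodium falciparum Hsp90 in place of its own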
PKA-R1A activ: activators of PKA-R1A holoenzyme, primary screen, biochemical, fluorescence polarization, Cy5-IP20, bovine R1A, mouse PKAc; 0.083% of 340,000 active; activation, % at 11.4 µM; PKA-R1A dissociation; scaled: DMSO 0%, 113 µM cGMP 100%;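 active means percent activation above the mean of all tested compounds plus 3 SD, cut at about 19% in these data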;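 further: higher means more PKAc released from R1A so a rise in polarization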
Tat transport: E. coli Tat export inhibitors, primary screen, MC4100, TorA-mCherry reporter, fluorescence, single point; inhibition, % at 10 µM; 0.036% of 340,000 active; AID 488895, 2010;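 active means mean replicate inhibition at least 50% and at least half of replicates individually reaching 50%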;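 further: exported cargo escapes ClpAP degradation while cytoplasmic cargo is degraded and loses fluorescence; 0% = median of neutral control wells and 100% = median of NaSCN control wells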
OPRM1-OPRD1 inv: inverse agonists of MOR-DOR heterodimerization, primary screen, cell-based, luminescence. Mu-type opioid receptor (Homo sapiens) + Delta-type opioid receptor (Homo sapiens), …. cell-based MOR-DOR heterodimer luminescence, inverse agonism. inhibition, % at 9.3 µM. 0.21% of 340,000 active. AID 504357, 2011; in the data active means inhibition above about 22%, passing the limit was not always enough;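 further: 0% = cells with DMSO and 100% = wells without cells with DMSO; values of inactives mirror those of a sister screen read the other way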
Target sequence (P35372 whole entry, looked up): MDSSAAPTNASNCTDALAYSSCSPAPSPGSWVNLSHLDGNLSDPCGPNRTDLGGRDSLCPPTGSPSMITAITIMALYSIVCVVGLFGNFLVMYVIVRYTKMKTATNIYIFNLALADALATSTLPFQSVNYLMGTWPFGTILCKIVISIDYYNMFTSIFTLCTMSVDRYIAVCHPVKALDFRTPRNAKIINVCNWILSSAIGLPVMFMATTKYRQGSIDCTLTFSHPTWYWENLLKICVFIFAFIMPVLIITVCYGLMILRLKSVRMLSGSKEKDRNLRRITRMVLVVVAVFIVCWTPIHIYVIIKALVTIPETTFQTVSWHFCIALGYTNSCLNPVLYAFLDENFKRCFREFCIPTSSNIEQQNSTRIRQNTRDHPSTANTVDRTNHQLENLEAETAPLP
Target sequence (P41143 whole entry, looked up): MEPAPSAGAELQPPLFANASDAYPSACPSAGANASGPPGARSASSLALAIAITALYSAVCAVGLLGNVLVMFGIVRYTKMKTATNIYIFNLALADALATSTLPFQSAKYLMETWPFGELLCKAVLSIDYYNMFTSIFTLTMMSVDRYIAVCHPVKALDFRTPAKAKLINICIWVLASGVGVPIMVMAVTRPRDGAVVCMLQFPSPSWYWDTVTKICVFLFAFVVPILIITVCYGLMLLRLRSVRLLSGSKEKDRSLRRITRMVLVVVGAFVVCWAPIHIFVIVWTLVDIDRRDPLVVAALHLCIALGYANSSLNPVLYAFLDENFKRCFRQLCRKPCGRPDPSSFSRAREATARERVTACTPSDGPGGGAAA
SUMO Mot1 rescue: yeast Mot1-301 growth rescue at high temperature, primary screen, SUMOylation pathway inhibitor project, S. cerevisiae, ATP luminescence, 38.5C; S. cerevisiae Mot1-301 growth rescue; percent above DMSO median, 100 means doubled; 1% of 320,000 active; growth rescue, % at 18.8 µM;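 active means every valid replicate shows activation above 250% relative to neutral control wells; inactive means the rest, any valid replicate at or below 250%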;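 further: OY570 slx delta 5 strain wells were the positive control but not used for scaling; some compounds called inactive have numbers as strong as hits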
Arrestin-AP2 inh: inhibitors of beta-arrestin/AP2 binding, primary screen, biochemical, GPCR trafficking, flow cytometry. inhibition, % at 10 µM. beta-arrestin 1 C-terminal peptide binding to AP2 beta2-adaptin appendage (human). 0.31% of 340,000 active. FITC-arrestin peptide / GST-AP2 beads; AP2 beta2 appendage carries R879A mutation;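 active means inhibition above a set limit, near 3 SD of compounds lacking own fluorescence, cut at about 54% in these data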;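 further: plate controls were DMSO wells for no effect and 5 µM unlabelled arrestin peptide for full effect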
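System: GST-AP2 R879A glutathione beads. Medium: PBS with 0.05% Tween 20 and 0.1% BSA. Also added: FITC-arrestin peptide, 50 nM. Incubation: 12 min plus 1 h, RT. Measured by: high-throughput flow cytometry of beads, ex 488, em 535 nm. Evaluation: percent drop in bead-associated FITC signal.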
Pemphigus Ab inh: inhibitors of pemphigus antibody binding to DSG3, primary screen, biochemical, bead-based, flow cytometry, scFv-GFP | Desmoglein-3 (Homo sapiens), P32926 | DSG3-coupled beads, scFv-anti-DSG3-GFP binding; stronger effect = lower value | binding (percent of control), % at 10 µM | 0.48% of 310,000 active | AID 588358, 2011;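 active means binding more than 3 SD below its plate's average and above zero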;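 further: hits lower antibody fragment binding to DSG3; some compounds called inactive have numbers as strong as hits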
AddAB inh: growth inhibition of E. coli expressing H. pylori AddAB, primary screen, AddAB inhibitor project, absorbance. inhibition, % at 11.9 µM. AID 435030, 2010. 0.29% of 330,000 active; in the data active means inhibition above about 12%;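 further: 0% = vehicle wells of infected cells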
OPRM1-OPRD1 ag: agonists of OPRM1-OPRD1 heterodimerization, primary screen, cell-based, luminescence. activation, % at 9.3 µM. AID 504326, 2011. 0.3% of 340,000 active. cells. Mu-type opioid receptor (Homo sapiens) + Delta-type opioid receptor (Homo sapiens), …; in the data active means activation above about 18%;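 further: 0% = vehicle-treated cells and 100% = reference agonist; values of inactives mirror those of a sister screen read the other way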
Ecoli viability: E. coli V3065 growth inhibition, primary screen, counter-screen for AddAB inhibitor project, absorbance, OD600; 18 h; inhibition, % at 11.9 µM; 0.27% of 330,000 active;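 active means inhibition above the campaign's mean inhibition across all tested compounds plus 3 SD, cut at about 9.9% in these data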;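 further: uninfected addAB+ strain grown without phage in ampicillin broth; 0% = DMSO wells and 100% = ciprofloxacin 0.95 µg/ml wells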
Active calls of the source: *; . = no result given; + = active, no number.

SMILES	phage Ecoli inh	PfHsp90 set2	PKA-R1A activ	Tat transport	OPRM1-OPRD1 inv	SUMO Mot1 rescue	Arrestin-AP2 inh	Pemphigus Ab inh	AddAB inh	OPRM1-OPRD1 ag	Ecoli viability
Cc1ccc(-c2cc(C(=O)N/N=C/c3c(C)nn(-c4ccccc4)c3C)[nH]n2)cc1	0.8	-6	4	9	-2	.	0	110	.	0.4	.
COc1cccc(CC2(CO)CCCN(C/C=C/c3ccccc3OC)C2)c1 (stereo not drawn)	4.0	11	-2	-6	-4	1	-20	92	0.2	0.9	6.0
Cc1ccccc1NC(=O)Cn1cc(C(=O)C2CC2)c2ccccc21	1.7	6	-6	1	-7	-14	52	104	4.5	0.8	0.9
CC(C)c1ccc2c(c1)C(c1ccc(N3CCOCC3)cc1)=NNC(c1cccs1)=N2	1.7	-4	-5	3	17	38	-2	96	1.4	-3.3	-0.3
O=C(Nc1ccc(F)c([N+](=O)[O-])c1)C1CC(=O)N(Cc2ccccc2)C1 (stereo not drawn)	3.4	-19	-5	0	1	23	-46	106	-1.0	-0.1	-0.8
COc1ccccc1N1CCN(C(=O)c2cc(-c3ccco3)on2)CC1	3.1	17	12	-7	-2	3	17	103	-0.6	0.3	-3.3
CC1=C(C)CC(C(=O)NC2CCCC2)C(C(=O)O)C1 (stereo not drawn)	0.4	.	0	-3	9	.	27	.	.	-1.6	.
O=Cc1ccc(-c2nc3ccccc3s2)o1	5.0	0	-1	10	-3	7	14	97	2.8	0.4	3.7
CSc1ncccc1-c1nc2ccccc2[nH]1	2.6	7	4	0	0	277	11	.	-0.4	0.0	-1.3
COC(=O)[C@H](CCSC)NC(=O)NC1CC1	-0.3	4	-1	-1	18	0	6	100	-1.6	-3.4	-2.5
Cc1cccc2cc(CN(Cc3cccs3)C(=S)NCC3CCCO3)c(=O)[nH]c12 (stereo not drawn)	-2.7	12	-8	-2	9	105	7	.	-0.3	-1.7	1.7
COc1ccc(CN2CCN(C(=O)c3cccnc3)CC2)cc1Br	-1.2	-39	-2	0	20	21	-11	100	-0.2	-3.5	-4.0
CCN(CC)S(=O)(=O)N1CCC(C(=O)NCCC2=CCCCC2)CC1	-0.8	-4	4	-9	5	.	8	101	0.7	-0.8	1.9
O=C(Oc1cccnc1)c1cc(S(=O)(=O)N2CCCCC2)ccc1Cl	2.3	2	-4	-7	13	5	0	98	-0.7	-2.8	-1.1
O=[N+]([O-])c1cc([N+](=O)[O-])c(Oc2cc(F)cc(F)c2)cc1NN1CCCCC1	2.1	-25	12	-5	2	9	11	100	-1.8	-0.3	-2.2
Nc1ncnc(Nc2ccccn2)c1[N+](=O)[O-]	3.0	9	1	-7	12	17	39	102	3.9	-2.2	-0.1
COC(=O)C1=NN(c2cccc(C)c2)C2C(=O)N(c3ccccc3OC)C(=O)C12 (stereo not drawn)	1.5	8	2	-5	9	-2	3	123	4.2	-1.6	-0.9
Cc1ccc(C(C(=O)NC2CCCCC2)N(CCC(C)C)C(=O)CNC(=O)c2ccco2)o1 (stereo not drawn)	-2.3	1	-3	6	10	+	4	.	-1.9	-2.1	-1.2
O=C(c1ccc(-c2cccc(C(F)(F)F)c2)o1)N1CCN(c2ccccc2)CC1	3.0	-1	-2	-3	11	.	-35	119	.	-2.0	.
CN(C)S(=O)(=O)N1CCC(Oc2ccc(C(=O)N3CCCCCCC3)cc2)CC1	-0.9	-16	-3	9	-8	-6	32	110	1.1	1.4	0.8
Cn1c(=O)c2c(nc(SCCN3CCOCC3)n2Cc2ccc(Cl)cc2)n(C)c1=O	2.1	15	-6	6	12	.	1	104	.	-2.0	.
Cc1cc(NC(=O)CN2CCCC(C)C2)no1 (stereo not drawn)	4.5	-11	-4	-10	4	-8	-5	102	0.8	-0.6	-1.5
CCn1cc(C(=O)C(F)(F)F)c2ccccc21	3.3	17	4	6	9	-5	10	104	1.7	-1.9	-0.8
CCCCn1c(N)c(N(CCOC)C(=O)c2cccc(S(=O)(=O)N3CCCCCC3)c2)c(=O)[nH]c1=O	2.7	-6	-1	5	12	62	-13	102	-1.4	-1.8	-2.2
S=C(Nc1ccc(Nc2ccccc2)cc1)NN1CCOCC1	4.0	-3	6	1	4	2	0	.	-0.6	-0.8	-1.1
CC(=O)c1c(C(=O)O)[nH]c(C(=O)O)c1C	4.0	-10	2	10	10	43	-10	97	-0.2	-1.8	-2.6
FC(F)(F)c1cc(-c2ccco2)nc(N2CCN(c3ccccc3)CC2)n1	0.2	29	-8	-15	-6	21	5	101	0.9	1.1	0.3
CCCN1CNC(=S)N(Cc2ccccc2)C1	2.7	-17	-19	-2	22	-3	8	137	-1.5	-4.0	-0.4
COc1ccccc1-n1cnc2cc(C(=O)NCCCN3CCOCC3)ccc21	-0.7	12	5	3	6	6	3	.	3.2	-1.3	-0.2
CCCCSCCCNC(=O)c1cn(C)c2ccc(S(=O)(=O)N3CCCC3)cc2c1=O	-0.6	21	-2	-3	9	76	0	98	1.3	-1.8	0.9
COCCCNC(=O)CNC(=S)N(Cc1ccccc1)Cc1cccnc1	0.1	0	10	2	6	-10	-4	105	-0.8	-1.2	-1.2
Cc1ccc2c(CC(=O)O)coc2c1	4.0	-5	8	0	1	-7	4	112	0.5	-0.1	-1.9
O=C(Nc1ccn(CCCNCCCN2CCCC2=O)c(=O)n1)OCc1ccccc1	1.5	15	-7	-6	14	.	5	105	.	-2.9	.
CCC1(C)N(O)C(C)(C)C(c2ccc(OC)cc2)=[N+]1[O-] (stereo not drawn)	0.0	3	9	-9	22	7	21	97	-1.1	-3.9	0.2
CCN(CC(=O)Nc1ccccc1OC)CC(=O)Nc1ccccc1C(F)(F)F	2.6	-48	-7	-2	-5	.	-20	96	-1.6	1.0	-1.3
COC(=O)[C@@H](Cc1ccccc1)NC(=O)[C@H]1CCC(=O)N1C(=O)OCc1ccccc1	5.8	-17	0	1	13	8	1	102	1.0	-2.6	0.3
O=C(CCNc1cc(Cl)cc(Cl)c1)c1ccco1	3.3	-7	-4	3	-11	-7	23	111	2.4	2.2	-1.9
COc1ccc(N2C(=O)C3CCCN3C2=O)cc1 (stereo not drawn)	1.6	6	1	3	10	202	1	.	1.8	-1.6	2.4
Cc1cc2[nH]c(=O)c(=O)[nH]c2cc1S(=O)(=O)NC1CCCCC1C (stereo not drawn)	.	7	-7	-2	6	10	2	103	1.8	-1.2	-4.5
COc1ccc(-c2noc(-c3ccoc3C)n2)cc1	5.7	12	12	-5	-24	0	16	103	-1.7	4.8	-2.8
CCOC(=O)CC(=O)CSc1nnc2sc3ccccc3n12	3.0	-4	3	-8	-33	0	-2	.	1.8	5.5	-1.9
COC(=O)c1sc(NC(=O)c2c(OC)cccc2OC)c(C#N)c1C	5.0	-4	6	26	-1	68	6	98	2.1	0.2	-0.7
S=C(NCCN1CCOCC1)Nc1ccc(-c2nc3ccccc3[nH]2)cc1	3.6	-16	-2	2	7	-1	-39	106	-0.2	-1.2	1.0
COc1ccc(Cl)cc1NC(=O)CN(C)C(=O)CCCc1c[nH]c2ccccc12	2.5	11	-4	4	8	-5	-8	120	-1.0	-1.4	1.4
COc1ccc(C(CNC(=O)COc2ccccc2)N2CCCCC2)cc1 (stereo not drawn)	2.3	-7	-2	5	9	.	1	112	1.4	-2.5	2.3
Brc1ccc(-c2ccc(/C=N/Nc3nc(N4CCOCC4)nc(N4CCOCC4)n3)o2)cc1	0.1	-27	-2	0	16	-4	10	108	0.4	-3.0	-0.2
Cc1ccccc1-c1n[nH]c(=S)o1	1.7	-7	-4	0	12	0	-3	85	2.1	-2.8	1.0
Cc1ccc(NS(=O)(=O)c2ccc3c(c2)NC(=O)CO3)cc1Cl	1.4	-7	-10	5	4	6	-2	99	3.0	-0.8	0.1
Cc1ccc(N(C)S(=O)(=O)c2cc(-c3cnc(C4CC4)o3)ccc2C)cc1	-2.5	-7	2	-3	3	37	51	100	1.2	-0.6	-0.9
N#Cc1cccc(NC(=O)CCN2C(=O)C3CCCCC3C2=O)c1 (stereo not drawn)	3.0	.	-7	-11	12	-4	6	87	1.3	-2.2	2.1
CCOC(=O)C[C@H]1c2ccc(C(F)(F)F)cc2S(=O)(=O)N1C(C)C	1.0	.	11	-5	7	-13	-6	107	-0.8	-1.3	-0.2
CCOc1ccc(NS(=O)(=O)CC23CCC(CC2=O)C3(C)C)cc1 (stereo not drawn)	5.0	.	-2	-6	9	202	0	99	1.3	-1.7	0.0
CCOC(=O)c1c(NC(=O)COC(=O)c2cc(OC)c(OC)cc2[N+](=O)[O-])sc(C)c1C	3.3	12	-7	-3	5	-5	4	95	1.6	-0.8	-0.4
Cc1ccc(C)c(NC(=O)CCN2C(=O)c3ccccc3C2=O)c1	0.9	-10	-6	3	7	14	-4	106	.	-1.6	.
S=c1[nH]nc(/C=C/c2ccccc2)o1	2.1	-3	-7	-2	9	-5	-6	104	2.8	-1.9	-1.1
COc1ccc(N2CCN(C(=O)CC(NC(N)=O)c3cccc(Oc4ccccc4)c3)CC2)cc1 (stereo not drawn)	-0.7	.	5	4	-2	10	20	.	0.1	0.4	-4.0
COc1cc(C2C(C#N)=C(N)N(N(C)C)C3=C2C(=O)CCC3)ccc1O (stereo not drawn)	2.6	0	-1	-12	-6	-6	22	109	.	1.2	.
C=CCn1c(SCC(=O)Nc2cccc(S(N)(=O)=O)c2)nc2sc(C)c(C)c2c1=O	2.1	1	-5	2	3	7	36	106	-0.8	-0.8	-0.5
Cc1cc(C)n2nc(CC#N)c(C#N)c2n1	2.6	4	-12	2	3	-9	3	101	0.8	-0.6	-1.9
O=C(NN1CCOCC1)c1ccc(Br)cc1	3.1	16	-7	6	8	-23	4	103	-0.3	-1.6	0.0
CCOc1ccc(C(C)=O)cc1Cn1c(=O)oc2ccccc21	-1.5	39	-1	0	11	10	4	106	-1.2	-2.2	0.0
Cn1nccc1C(=O)N1CCN(c2ncccn2)CC1	0.9	5	-6	-6	12	336*	9	99	0.3	-2.5	-2.2

High-throughput results from PubChem BioAssay.
